Bioassay records (PubChem)
HCV inh = qHTS Assay for Inhibitors of Hepatitis C Virus (HCV). Huh7.5.1 HCVcc-Cre infection, luciferase reporter, 44 h. Potency, µM (highest dose often 41.8 µM), for the others: top-dose activity change, negative = inhibition, usual class: inhibitors. actives 3.4% (n = 340,000). AID 651820, 2012; active = well fitted inhibition curve with a large enough effect; inconclusive = small, poorly fitted or top-dose-only effect, or another doubt; inactive = no such curve, though single readings can be large or run the other way
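Compounds are dispensed onto cells plated 4 h earlier at 1,000 per well, with HCVcc-Cre virus (about 0.5 moi) added next. Following 44 h of culture, luminescent signal is measured for 15 sec after 15 min with substrate at room temperature.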
* marks the source's active call; other numbers are inactive results; ? = inconclusive; [ ] = remark or other dose. % is set by controls: 0 for no effect and ±100 for the full control effect; potency is the fitted concentration of half-maximal effect. The list is partial (hit frequency here may not be typical).

The first two entries (preview)
No. | SMILES | HCV inh
1 | Cc1ccccc1OCCC(=O)NNC(=O)c1ccccc1F | -5%
2 | CCn1c(SCC(=O)Nc2ccc(NC(=O)c3ccco3)cc2)nnc1-c1cccs1 | -13%

Results (from the top)
No. | SMILES | HCV inh
1 | Cc1ccccc1OCCC(=O)NNC(=O)c1ccccc1F | -5%
2 | CCn1c(SCC(=O)Nc2ccc(NC(=O)c3ccco3)cc2)nnc1-c1cccs1 | -13%
3 | O=[N+]([O-])c1ccc(Oc2cccnc2)c([N+](=O)[O-])c1 | ?
4 | CC(C)(C)OC(=O)N1CCC(C(=O)Nc2ccc(C(=O)NCc3ccccc3)cc2)CC1 | ?
5 | CC1CNC(=S)N(c2ccc(F)cc2)C1=O (centres undefined) | 28%
6 | CN=C1S/C(=C\c2cccc(Cl)c2Cl)C(=O)N1C | -11%
7 | O=C1NC[C@H](c2ccccc2)OC(=O)[C@@H](Cc2ccc(F)cc2)C/C=C\C[C@H]1CC(=O)N(CCO)Cc1ccccc1 | ?
8 | COc1ccc(C(=O)/C=C/c2ccc(O)cc2)c2c1CC(O)C(C)(C)O2 (centres undefined) | ?
9 | COc1ccc(CCN(C)C(=O)COc2cccc(-n3cnnn3)c2)cc1OC | ?
10 | Oc1ccccc1CC=NC1CCCCC1 | 17%
11 | CC(=O)Oc1cccc2c1C(=O)C1CC=CC(OC(C)=O)C1C2=O (centres undefined) | ?
12 | Cc1cc(NC(=O)CSCC(=O)N2CCN(c3ccccc3)CC2)no1 | 21%
13 | CN(CC(=O)Nc1ccccc1C(F)(F)F)C(=O)CSc1nnc(-c2ccncc2)n1C | 3%
14 | O=C(/C=C/c1ccc(Cl)c([N+](=O)[O-])c1)NCc1cccnc1 | -2%
15 | S=c1[nH]c2ccccc2n1CCc1ccncc1 | 29%
16 | CC1O[C@@H](OC2C(O)C(O)C(CO)O[C@H]2OC2C[C@]3(C)C(CC(O)C4[C@@H]([C@]5(C)CC[C@@H](C(C)(C)O)O5)CC[C@]43C)[C@@]3(C)CCC(O)C(C)(C)C23)C(O)C(O)C1O (some centres undefined) | 12%
17 | C[C@H](CO)N1C[C@H](C)[C@@H](CN(C)S(C)(=O)=O)Oc2ccc(NS(=O)(=O)c3ccccc3)cc2C1=O | 11%
18 | C=C1[C@H](C)CN(S(=O)(=O)C(C)(C)C)[C@H]1CCO | 53%[activator]
19 | O=C(COC(=O)c1ccc(Br)o1)Nc1cccc(S(=O)(=O)N2CCCCC2)c1 | -14%
20 | O=C(COC(=O)C1CCC(=O)N1)Nc1cccc([N+](=O)[O-])c1 (centres undefined) | 7%
21 | CC(=O)N(Cc1ccccc1)c1c(N)nc(N)[nH]c1=O | -4%
22 | O=C(OCc1cc(=O)n2ccsc2n1)c1ccccc1NCCO | -25%
23 | CCOC(=O)C[C@H]1c2ccc(C(F)(F)F)cc2S(=O)(=O)N1c1cccc(OC)c1 | 13%
24 | C=CCn1c(SCC(=O)NCC2CCCO2)nc2sc(CC)cc2c1=O (centres undefined) | ?
25 | O=C1C2C3C=CC(O3)C2C(=O)N1Cc1ccncc1 (centres undefined) | 20%
26 | C#CCN1C=CC(=O)[C@@H](OC(=O)Nc2ccc(OC)cc2)[C@H]1c1ccccc1Br | -6%[8.37 µM]
27 | O=CNc1cc2c(cc1Br)-c1ccccc1C2O (centres undefined) | -9%
28 | COc1ccc(C(CNC(=O)c2cc(S(=O)(=O)Nc3cccc(C)c3)ccc2C)N2CCCC2)cc1 (centres undefined) | -23%
29 | Cc1c(C(=O)Nc2ccccc2)c2ccc(C(F)(F)F)cc2n1O | ?
30 | CC(C)CCCCCCCCCCCCC(=O)NCC(=O)NC1C(C)OC(Nc2ncnc3nc[nH]c23)C(O)C1O (centres undefined) | 1µM*
31 | O=C(Nc1ccc(Cl)cc1)NN1CCCCCC1 | -12%
32 | CCN(C(=O)COC(=O)c1cc2c(s1)CCCC2)c1c(N)n(Cc2ccccc2)c(=O)[nH]c1=O | ?
33 | COc1cccc(CN(C)C(=O)c2cc(S(=O)(=O)N3CCCC3)ccc2C)c1OC | -26%
34 | CCOC(=O)CCC(NC(=O)c1ccc(Nc2nc3ccccc3nc2C(=O)OCC)cc1)C(=O)OCC (centres undefined) | -6%
35 | C[C@@]12CCC3[C@@](CCC4[C@@]3(C)CCC[C@@]4(C)C(=O)N3CCOCC3)(CC1=O)C2 (some centres undefined) | -15%
36 | CSc1nc(N)nc2c1ncn2CC(=O)NCCNc1ccc([N+](=O)[O-])cn1 | -9%
37 | CCOC(=O)[C@@H]1[C@H]2COc3cc(OC)ccc3[C@@H]2N2C(=O)N(c3ccc(OC)cc3)C(=O)[C@@]12C | -5%
38 | COc1ccccc1C(=O)OCCc1ccccc1 | -7%
39 | CCCC1(CCC)NC(=O)N(CC(=O)N2CCc3ccccc32)C1=O | 8%
40 | CC(O/N=C(\N)c1ccccc1)C(=O)Nc1cccc(C(F)(F)F)c1 (centres undefined) | ?
41 | O=C(COC(=O)c1ccccn1)NCCc1ccc(Cl)cc1 | 18%
42 | COCCCN(C(=O)Cc1ccc(S(=O)(=O)N2CCOCC2)s1)c1c(N)n(Cc2ccccc2)c(=O)[nH]c1=O | 11%
43 | Cc1ccc2oc(-c3cccc(NC(=O)c4ccccn4)c3)nc2c1 | 1%
44 | C#CCN1C=C(C(=O)OCC)C(C)N(Cc2ccccc2I)S1(=O)=O (centres undefined) | ?
45 | CC(C)(C)OC(=O)C[C@H]1C/C=C\C[C@@H](CC(=O)N[C@@H](CO)Cc2ccccc2)C(=O)NCCOC1=O | 7%
46 | Cc1cc(C(=O)COC(=O)c2cccnc2Cl)c(C)n1C | 2%
47 | CCOC(=O)C1=CN(Cc2cccc(F)c2)S(=O)(=O)NC1c1cccc(OC)c1 (centres undefined) | 24%
48 | COc1ccc(C(=O)CSc2nc(=O)n(Cc3cccnc3)c3c2CCC3)cc1 | ?

Shown with each value named: part of the list above
[39] CCCC1(CCC)NC(=O)N(CC(=O)N2CCc3ccccc32)C1=O
  HCV inh = 8%

[40] CC(O/N=C(\N)c1ccccc1)C(=O)Nc1cccc(C(F)(F)F)c1 (centres undefined)
  HCV inh = ?

[41] O=C(COC(=O)c1ccccn1)NCCc1ccc(Cl)cc1
  HCV inh = 18%

Other results:
No. | SMILES | HCV inh
49 | O=C(CN1C(=O)NC2(CCCCCC2)C1=O)Nc1ccccc1[N+](=O)[O-] | -12%
50 | CC(=O)OCC=C1CCC2C3CCC4=CC(=O)CCC4(C)C3C(O)CC12C (centres undefined) | 12%
51 | COc1ccc(CNC(=O)c2cc(S(=O)(=O)N3CCCCC3)ccc2Cl)cc1OC | 11µM*
52 | CCOc1ccc(-c2cc(C(=O)N/N=C/c3ccc(O)cc3)c3ccccc3n2)cc1 | ?
53 | C[C@H](CO)N1C[C@H](C)[C@@H](CN(C)Cc2ccc(C(=O)O)cc2)Oc2c(NC(=O)Cc3ccccc3)cccc2C1=O | 13%
54 | O=C(CCCOc1ccc(Cl)cc1Cl)Nc1cc(S(=O)(=O)N2CCOCC2)ccc1N1CCOCC1 | ?
55 | Cc1onc(-c2ccccc2)c1C(=O)NC(C)c1ccccc1 (centres undefined) | -5%
56 | CCN(C[C@H]1N[C@@](Cc2ccccc2)(C(=O)OC)[C@H]2C(=O)N(Cc3ccccc3)C(=O)[C@@H]12)C(=O)Nc1ccc(F)cc1 | ?
57 | COC(=O)CCCNC(=O)CCc1nnc(-c2ccc(-c3ccccc3)cc2)o1 | ?
58 | CC(C=NNc1ccc([N+](=O)[O-])cn1)=Cc1ccccc1 | 7%
59 | Cc1noc(C)c1CC(=O)N1CCCC(N2CCN(c3ccccc3F)CC2)C1 (centres undefined) | 12%
60 | CCNC(=O)NC(=O)C(C)OC(=O)c1cccnc1SC (centres undefined) | -1%
61 | CCOC(=O)c1c(C)[nH]c(C(=O)OCc2ccc(C)cc2)c1C | ?
62 | CCCCC(=O)Nc1ccc(C2C(=O)c3ccccc3C2=O)cc1 | 10µM*
63 | Cc1ccc(C2OCC(C)([N+](=O)[O-])CO2)cc1 (centres undefined) | 11%
64 | Cc1c(NC(=O)C(C)Oc2cccc(F)c2)c(=O)n(-c2ccccc2)n1C (centres undefined) | 7%
65 | CCSc1nc2c([nH]1)c(=O)n(C)c(=S)n2C | 7%
66 | C[C@H]1CCC/C=C/[C@@H]2C[C@H](O)C[C@H]2[C@H](O)[C@H](S(=O)c2ccc(O)cc2)CC(=O)O1 (some centres undefined) | 0.56µM*
67 | Cn1cnc(C(=O)N2CCc3ccccc3C2)c1C(=O)N1CCc2ccccc2C1 | 21%
68 | COc1ccc(C(=O)NNC(=O)c2cccc(S(=O)(=O)N3CCOCC3)c2)cc1 | 0%
69 | COc1ccc(OC)c(C(=O)N(C[C@H]2CC[C@@H]([C@@H]3CC[C@H](CO)O3)O2)C(C(=O)NC(C)(C)C)c2ccc(-c3ccccc3)cc2)c1 (some centres undefined) | 1%
70 | COCCCNC(=O)C[C@H]1C[C@H](C(=O)N2CCOCC2)[C@@]2(C)c3[nH]c4cc(CCC(=O)N(C)C)ccc4c3CCN2C1=O | 12%
71 | CCOC(OCC)c1nc(N)[nH]c(=O)c1CCCCc1ccccc1 | -19%
72 | CC(=O)OCC(=O)C1(O)CCC2C3CC(C)C4=CC(=O)C=CC4(C)C3=CCC21C (centres undefined) | 9%
73 | COc1cc2c(C#Cc3cccnc3)c(-c3ccsc3)oc(=O)c2cc1OC | 6.3µM*
74 | CC(=NNC(=O)c1ccncc1)c1ccc(O)cc1O | 11µM*
75 | NS(=O)(=O)c1ccc(NNC(=O)c2ccc(Br)o2)c([N+](=O)[O-])c1 | 17%
76 | O=C1C=CC(=O)N1c1ccc2ccccc2c1 | -5%
77 | Cc1ccc(S(=O)(=O)/N=C(/Nc2nc(C)cs2)c2ccccc2)cc1 | 13%
78 | O=C(O)COc1ccc(C=C2SC(=S)N(c3ccccc3)C2=O)cc1 | -2%
79 | C=CCC[C@H](Cc1ccc(F)cc1)C(=O)OC[C@H](Cc1c[nH]c2ccccc12)NC(=O)[C@H](CC=C)CC(=O)N[C@H](CO)Cc1ccccc1 | 0%
80 | O=[N+]([O-])c1cc(-c2csc(NCCc3nc4cc(Cl)c(N5CCCCC5)cc4n3CCCO)n2)ccc1Cl | -26%
81 | Cc1ccc(S(=O)(=O)N2CCOCC2)cc1NC(=O)COC(=O)CCc1c[nH]c2ccccc12 | ?
82 | O=C(NOCc1cscn1)Nc1ccccc1 | 21%
83 | COC(=O)C1=C(c2cc3ccccc3s2)C[C@@H]2CC[C@H]1N2C(=O)NCc1ccco1 | ?
84 | COc1cc(Cl)c(C)cc1NC(=O)c1ccccc1NC(=O)CN1CCN(c2ccccn2)CC1 | ?
85 | CC(=O)Nc1c(Cl)c2c(c(Cl)c1Br)-c1ccc(Cl)cc1C2 | 12%
86 | COc1ccc(/C=C/C(=O)Nc2ccccc2F)cc1S(=O)(=O)N1CCOCC1 | 10µM*
87 | COCCNc1nc(C)cc(-c2cc(C(=O)Nc3ccccc3)on2)n1 | 9%
88 | O=C(O)C(Cc1ccccc1)N=C(NS(=O)(=O)c1ccccc1)c1ccccc1 (centres undefined) | 6%
89 | C[C@H](CO)N1C[C@H](C)[C@@H](CN(C)C(=O)Nc2ccccc2)Oc2c(NS(=O)(=O)c3cn(C)cn3)cccc2C1=O | 23%
90 | O=C1CN(C(=O)COC(=O)CCS(=O)(=O)c2ccccc2Cl)c2ccccc2N1 | 11%
91 | c1ccc2ncccc2c1 | 17%
92 | O=C(CCCCCCCCC(=O)N1CCCCC1)N1CCCCC1 | ?
93 | O=C1CC2(CCCCCC2)Oc2ccccc21 | ?
94 | C=CCC[C@@H](Cc1ccc(F)cc1)C(=O)OC[C@H](Cc1c[nH]c2ccccc12)NC(=O)[C@H](CC=C)CC(=O)N(CCO)Cc1ccccc1 | ?
95 | COc1ccc(N2CCN(C(=O)CSc3nnc4nc(C)cc(C)n34)CC2)cc1 | 3%
96 | O=C(Nc1ccn(CCCNCCN2CCOCC2)c(=O)n1)OCc1ccccc1 | 36%[activator]
97 | CCCCN1CCC(CN2C(=S)NC[C@@H]2CC(C)C)CC1 | -67%
98 | C[C@@H]1CN([C@H](C)CO)C(=O)c2cc(NC(=O)Nc3ccc(C(F)(F)F)cc3)ccc2O[C@H]1CN(C)S(=O)(=O)c1cccs1 | ?
99 | COc1cccc2c(=O)c(C(=O)NCCc3ccccc3)c[nH]c12 | -7%
100 | CCC1(CC)CNC(=O)NC1=O | 28%
101 | O=C(Nc1ccccc1)O[C@@H]1C[C@H]2CCCC(=O)N3CC[C@@H](C1)[C@@H]23 | -26%
102 | O=C(Cc1ccccc1Cl)c1ccccc1 | -7%
103 | CCCCn1c(N)c(N(CCOC)C(=O)COC(=O)CNC(=O)c2ccc(Cl)c(Cl)c2)c(=O)[nH]c1=O | 13%
104 | Cc1ccc(S(=O)(=O)N2Cc3ccccc3-n3nncc3C2)cc1 | ?
105 | COc1ccc(S(=O)(=O)N2CCCCCC2)cc1C(=O)NCc1ccco1 | 7%
106 | CCOC(=O)N1CC(C)N(CC(O)CN2CCOCC2)CC1C (centres undefined) | 4%
107 | O=C(Cc1n[nH]c(=O)c2ccccc12)N1CCN(S(=O)(=O)c2ccc(F)c(Cl)c2)CC1 | 5%
108 | O=C(/C=C/C(Cl)(Cl)Cl)Nc1ccc(Cl)cc1 | ?

More records.
No. | SMILES | HCV inh
109 | O=C(CNC(=O)c1ccco1)NNC(=O)c1n[nH]c(=O)c2ccccc12 | -1%
110 | Cc1c(Cc2ccccc2)c(=O)[nH]c(=O)n1C | 6%
111 | Cc1ccc(N=Cc2ccccc2O)cc1Cl | -5%
112 | CN1CCC(OC(=O)c2ccc(Br)cc2)CC1 | -23%
113 | Cc1ccc(C(=O)Nc2cccc(NC(=O)c3ccc(C)cc3)n2)cc1 | -17%
114 | O=C(COC(=O)COc1ccccc1F)Nc1cccc(S(=O)(=O)N2CCCCC2)c1 | 3%
115 | O=C(COC(=O)/C=C/c1ccc(S(=O)(=O)N2CCOCC2)cc1)Nc1ccccc1F | 26%
116 | CCOC(=O)C1=CN(CC)CCC1=O | -1%
117 | O=C(COC(=O)c1n[nH]c2ccccc12)NC1CCCCC1 | -27%
